Bioassay records from PubChem.
INS-1E GSIS act: primary screen for activators of insulin secretion dependent on glucose, INS-1E cells, GLuc reporter luminescence; INS-1E GLuc reporter insulin secretion, 2-3 h; AID 743287; actives 0.61% (n = 370,000); activation, % at 16.6 µM;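 active means lowest replicate activation of at least 40%, so every replicate reaches that level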;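 further: 0% = median of neutral control wells and 100% = median of IBMX positive control wells; some compounds called inactive have numbers as strong as hits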
RAD52 inh: inhibitors of human RAD52 DNA annealing. recombinant RAD52 DNA annealing, FRET fluorescence. inhibition, % at 18.7 µM. actives 0.46% (n = 360,000);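 active means every replicate showing at least 50% inhibition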
Target sequence (P43351 whole entry, looked up): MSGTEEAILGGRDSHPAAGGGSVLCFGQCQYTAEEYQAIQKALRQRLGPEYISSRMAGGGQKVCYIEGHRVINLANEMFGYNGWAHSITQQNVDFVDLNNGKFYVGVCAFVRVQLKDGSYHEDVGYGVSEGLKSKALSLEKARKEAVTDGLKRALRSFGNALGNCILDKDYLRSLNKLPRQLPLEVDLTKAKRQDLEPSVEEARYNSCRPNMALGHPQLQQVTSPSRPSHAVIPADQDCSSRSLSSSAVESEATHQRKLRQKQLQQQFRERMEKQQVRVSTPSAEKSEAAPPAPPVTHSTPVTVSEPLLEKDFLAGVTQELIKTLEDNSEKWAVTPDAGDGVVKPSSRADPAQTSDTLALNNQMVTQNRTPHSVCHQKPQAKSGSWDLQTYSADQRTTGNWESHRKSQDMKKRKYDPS
ERAP1 inh: inhibitors of human ERAP1 aminopeptidase; Q9NZ08; recombinant ERAP1, Leu-AMC fluorescence, 60 min; inhibition, % at 10.7 µM; actives 0.15% (n = 340,000); AID 652197;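 active means mean replicate inhibition of at least 30%, or all replicates individually reaching that 30% level; inactive means mean below 30% and not every replicate reaching it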;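 further: 0% = neutral control wells and 100% = L-leucinethiol positive control wells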
RAD54 inh: inhibitors of human RAD54 branch migration; RAD54 Holliday junction branch migration, FAM/BHQ fluorescence; inhibition, % at 10.4 µM; actives 0.14% (n = 360,000);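 active means mean normalized replicate activity at least 40 and at least half of replicates scoring 40 or more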;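 further: 0% = median of neutral control wells and 100% = median of positive control wells; inhibitors cause a drop in the FAM fluorescence signal; in these data hits start at about 50%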
esBAF inh: SWI/SNF esBAF complex inhibition; mouse ES cells, Bmi1-luciferase knock-in reporter, 24 h; 100% = twice the neutral-well signal; actives 2% (n = 350,000); reporter increase, % at 12.5 µM; AID 602393; in the data active means activation above about 40%;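 further: 0% = median of the plate's neutral control wells and 100% = double that signal; a rise in the Bmi1 reporter signal indicates esBAF inhibition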
Xi reactivation: activators of X-chromosome reactivation in mouse fibroblasts | XiGFP mouse fibroblasts, % GFP-positive cells imaging, 3 d; cells co-treated with 5-aza-dC sensitizer; scaled so ellipticine positive control = 100% | activation, % at 7.58 µM | actives 0.055% (n = 360,000);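 active means mean normalized replicate activation at least 10% and every replicate at or above 10%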;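 further: 0% = median of on-plate neutral control wells and 100% = ellipticine 6 µM median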
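Assay system: SV40-immortalized XiGFP fibroblast cells, line 68-5-11; buffer or medium: DMEM plus 5-aza-dC sensitizer; compound: one concentration, pinned; timing: compounds 3 days, fix/stain 15 min at room temperature; benchmarks: positive control ellipticine, 6 µM final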
CFTR F508del cor: CFTR F508del correction in bronchial cells. AID 720511. activity (quench increase), % at 7.58 µM. actives 0.36% (n = 350,000). CFBE cells, YFP halide quenching; stimulated with forskolin plus potentiator P3; % fluorescence drop versus neutral controls;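 active means mean added fluorescence quench of at least 8% versus neutral control, with both replicates also reaching 8%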;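 further: cells transiently co-express mutant CFTR-F508del with the halide-sensitive YFP; corrector assay measuring rescue of mutant channel to the surface after 24 h compound exposure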
ARNT-TACC3 inh: disruptors of human ARNT/TACC3 interaction; AlphaScreen His-ARNT PAS-B/GST-TACC3 binding, luminescence; TACC3 fragment carries E629A point mutation; actives 0.66% (n = 390,000); AID 623870; inhibition, % at 9.99 µM; Q9Y6A5;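 active means mean inhibition of replicates at least 50% and at least half of replicates each reaching 50%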;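 further: 0% = complete ARNT plus TACC3 wells and 100% = ARNT alone without TACC3; many hits fall short of the cut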
Numbers without * were called inactive; nt = not tested or not shown; & = joins results of further samples.

SMILES | INS-1E GSIS act | RAD52 inh | ERAP1 inh | RAD54 inh | esBAF inh | Xi reactivation | CFTR F508del cor | ARNT-TACC3 inh
C[C@@H]1CCCCO[C@@H](CN(C)C(=O)CCCN(C)C)[C@@H](C)CN([C@@H](C)CO)C(=O)c2cc(NC(=O)C3CCCCC3)ccc2O1 | 4 | 13 | -1 | 12 | -9 | -0.1 | -2.7 | -7
CCOC(=O)CNC(=O)C(Cc1ccccc1)NC(=O)OCc1ccccc1 (stereo unspecified) | 4 | -6 | -3 | nt | nt | -0.2 | -3.0 | -8
Cc1ccsc1C(=O)N1CCCC(CO)(Cc2ccccc2F)C1 (stereo unspecified) | -14 | -6 | 2 | 2 | -7 | 0.3 | 0.6 | 0
Cc1ccc(OCC(=O)NCCNC(=O)c2cnccn2)cc1C | 10 | 3 | 3 | 4 | 3 | 0.2 | -2.2 | 3
CC(=O)c1cc(C#N)c(SCc2ccccn2)nc1C | 25 | -17 | nt | -3 | nt | 0.2 | 2.6 | 11
COc1ccc(NC(=O)C2CC3CCC2C3)c(OC)c1 (stereo unspecified) | 1 | -5 | 7 | 10 | nt | 0.1 | -1.6 | nt
Cc1nnc(NC(=O)CCNC(=O)c2ccccc2Cl)s1 | -6 | -3 | 6 | nt | nt | 0.2 | -0.4 | 5
O=C1CCCN1c1ccc(C(=O)N(Cc2nnc(-c3ccccc3Cl)o2)C2CC2)cc1 | 13 | -20 | 4 | 7 | -5 | -0.1 | -0.1 | 1
C[C@@H]1CCCCO[C@H](CN(C)C)[C@H](C)CN([C@H](C)CO)C(=O)c2cc(NC(=O)NC3CCCCC3)ccc2O1 | 6 | nt | nt | nt | -3 | 0.0 | -1.7 | nt
COc1ccc(C(C(=O)OCCN(C)C)c2ccccc2)cc1 (stereo unspecified) | 8 | nt | nt | -2 | -7 | nt | nt | 2
O=C(C[C@@H]1CC[C@@H]2[C@H](COC[C@H](O)CN2Cc2ccc(C(F)(F)F)cc2)O1)N1CCc2ccccc2C1 | 7 | 4 | 0 | -3 | 27 | 0.3 | 2.5 | 3
CC(C)CCNC(=O)c1cc([N+](=O)[O-])ccc1N1CCOCC1 | 14 | nt | nt | -6 | nt | 0.5 | nt | -17
CCS(=O)(=O)Nc1ccc2c(c1)C(=O)N(C)C[C@H](OC)[C@@H](C)CN(C)[C@@H](C)CO2 | 13 | 8 | 21 | -6 | 3 | 0.2 | -0.5 | -5
CN1CCN(C(=O)C2CCCN(S(=O)(=O)c3ccccc3)C2)CC1 (stereo unspecified) | -1 | -9 | 1 | -10 | 1 | 0.0 | -1.8 | 5
CN(C(=O)COC(=O)CCc1c[nH]c2ccccc12)c1ccccc1 | 2 | -5 | 2 | 4 | -8 | 0.6 | 1.6 | 4
Oc1c(CN2CCOCC2)cc(CN2CCOCC2)cc1CN1CCOCC1 | -4 | 4 | -1 | 2 | -10 | 0.0 | 0.6 | -3
C[C@H](CO)N1C[C@H](C)[C@@H](CN(C)S(=O)(=O)c2ccccc2)OCCCC[C@H](C)Oc2ccc(NC(=O)NC3CCCCC3)cc2C1=O | -22 | -38 | 1 | -5 | -6 | 0.1 | 3.3 | -2
CCOC(=O)NCc1ccc(S(=O)(=O)Nc2c(C)cccc2C)cc1 | -5 | nt | nt | 4 | -1 | nt | nt | -7
COc1cc(-c2[nH]ncc2CN(C)Cc2nonc2C)cc(OC)c1OC | -15 | -12 | 21 | nt | -7 | 0.0 | -3.7 | -10
O=C(CCc1[nH]c2ccccc2c1Sc1ccccc1)N(CCO)CCO | -12 | -3 | -3 | -6 | -2 | 0.2 | -3.9 | -6
COc1ccc(NC(=O)Cc2c(Sc3ccccc3)c3ccccc3n2C)cc1 | -5 | 0 | 0 | -2 | nt | -0.4 | nt | -4
CC(NS(=O)(=O)c1ccc(Cl)cc1)C(=O)N1CCOCC1 (stereo unspecified) | 1 | 0 | 0 | -16 | 3 | nt | 0.8 | 1
COc1cc(/C=N/n2c(COc3ccccc3)n[nH]c2=S)cc(Br)c1O | -7 | -23 | -2 | 2 | -8 | 0.2 | 2.8 | 6
Cc1ccc(C(=O)Oc2ccc3ccc(=O)oc3c2)cc1 | 9 | -7 | -1 | -3 | -2 | 0.0 | -0.7 | -4
O=C(CCc1c[nH]c2ccccc12)Nc1ccc(Nc2ccccc2)cc1 | -29 | -2 | -1 | nt | nt | 0.3 | -2.9 | nt

Compound profiles, as listed above. Order of values: INS-1E GSIS act, RAD52 inh, ERAP1 inh, RAD54 inh, esBAF inh, Xi reactivation, CFTR F508del cor, ARNT-TACC3 inh
CC(=O)c1cc(C#N)c(SCc2ccccn2)nc1C is listed as 25, -17, nt, -3, nt, 0.2, 2.6, 11
C[C@@H]1CCCCO[C@@H](CN(C)C(=O)CCCN(C)C)[C@@H](C)CN([C@@H](C)CO)C(=O)c2cc(NC(=O)C3CCCCC3)ccc2O1 is listed as 4, 13, -1, 12, -9, -0.1, -2.7, -7
COc1ccc(NC(=O)Cc2c(Sc3ccccc3)c3ccccc3n2C)cc1 is listed as -5, 0, 0, -2, nt, -0.4, nt, -4

(list continues)
SMILES | INS-1E GSIS act | RAD52 inh | ERAP1 inh | RAD54 inh | esBAF inh | Xi reactivation | CFTR F508del cor | ARNT-TACC3 inh
CCO[C@@H]1OC(C(=O)NCc2ccccc2)=C[C@H](c2cn(C(C)=O)c3ccccc23)[C@H]1CCCO | -10 | 3 | -1 | 3 | 6 | -0.1 | -3.6 | -6
COc1cc2ccccc2cc1C(=O)NCc1ccncc1 | 41 | -10 | 2 | -9 | nt | 0.0 | -0.3 | 2
COc1ccc(NC(=S)NCCc2c[nH]c3ccc(OC)cc23)c(OC)c1 | -5 | nt | nt | -4 | 9 | nt | nt | 16
Cc1ccc(CCNC(=O)CCS(=O)(=O)c2ccc3c(c2)oc(=O)n3C)cc1 | 9 | -12 | 2 | -2 | 1 | 0.1 | 0.7 | -1
C[C@H](CO)N1C[C@H](C)[C@@H](CN(C)C(=O)NC2CCCCC2)Oc2ccc(NC(=O)NC3CCCCC3)cc2CC1=O | -3 | 25 | 2 | 0 | 0 | 0.2 | -1.4 | 10
COCC(=O)N[C@H]1CC[C@H](CC(=O)NCc2ccccc2OC)O[C@H]1CO | 9 | 5 | 2 | 1 | -7 | 0.1 | -4.8 | 5
O=C(NCc1ccccc1F)C1CCCN1C(=O)Nc1ccc(F)cc1 (stereo unspecified) | 8 | 4 | -4 | -2 | -13 | 0.0 | -0.7 | -3
COc1ccc(S(=O)(=O)N(C)C[C@@H]2Oc3cc(Br)ccc3S(=O)(=O)N([C@H](C)CO)C[C@@H]2C)cc1 | -19&2 | -17&-3 | -2&-1 | 0&11 | -1&4 | -0.1&0.1 | 0.3&3.4 | -5
O=C(CN1CCN(S(=O)(=O)c2ccc(C(F)(F)F)cc2)CC1)N1CCNC1=O | 13 | -14 | 6 | -8 | -2 | 0.6 | -2.5 | -3
O=c1c2ccccc2sc2c(CO)ccc(NCCN3CCCCC3)c12 | nt | 35 | 2 | nt | nt | 1.4 | 17* | 30
CCc1ccc(C(=O)Nc2ccc(OC)c(S(=O)(=O)N3CCCCC3)c2)cc1 | -25 | -17 | -1 | -3 | 31 | 0.3 | -0.7 | nt
CCc1nc2c(OCCC3CCCCC3)cccn2c1N(C)C(=O)COc1ccccc1 | nt | -27 | 1 | 4 | 11 | 0.0 | -2.5 | nt
Cc1ccc(OCCCc2c(C)n[nH]c2C)cc1 | -9 | -3 | -1 | nt | nt | 0.1 | 3.3 | -1
Cc1ccc(-c2cccc(-c3cc(=O)oc4ccc(C(C)(C)C)cc34)c2)cc1 | -5 | -3 | nt | -2 | -1 | 0.0 | 8.7* | -1
O=C(c1ccco1)N1CCC(c2nc3c(nnn3Cc3ccc(F)cc3)c(=O)[nH]2)CC1 | 27 | -18 | 2 | -6 | -6 | 0.4 | -0.7 | -4
CCOC(=O)[C@]12CCC=C1N(Cc1cccc3ccccc13)C(=O)[C@H](CC(=O)NCCc1ccccc1OC)C2 | -11 | -7 | -2 | nt | nt | 0.1 | 2.0 | nt
CC(C)(C)c1ccc(CC(=O)N2CCC2(C)C(=O)NS(=O)(=O)c2ccccc2Cl)cc1 (stereo unspecified) | -20 | -21 | -2 | 3 | 1 | 0.1 | 3.9 | nt
O=C(Nc1c(Cl)cccc1Cl)C1CCN(C(=O)c2cccs2)CC1 | 7 | -4 | 2 | 4 | -8 | 0.0 | -0.5 | -3
Cc1nn(C)c(C(=O)NC(=S)Nc2ccccc2Br)c1Cl | 12 | -10 | 3 | 8 | 4 | 0.0 | -1.2 | nt
O=c1cc(-c2ccccc2)[nH]n1-c1nc2ccccc2s1 | -12 | nt | nt | 2 | 16 | nt | nt | 6
CN1C(=O)c2cc(NC(=O)C3CC3)ccc2OC[C@H]2O[C@H](CC(=O)NCCc3ccncc3)CC[C@@H]21 | 6 | 8 | 0 | -14 | 1 | 0.0 | -0.4 | -30
O=C(Nc1nccs1)c1ccccn1 | 5 | -11 | 2 | nt | nt | -0.1 | -2.8 | 0
CCN(CC(=O)Nc1ccc2c(c1)OCCO2)C(=O)C(C)Oc1ccc(Cl)cc1 (stereo unspecified) | 3 | 0 | -1 | 7 | -2 | 0.0 | -1.1 | -3
Nc1nc(SCC(=O)c2ccc([N+](=O)[O-])cc2)n[nH]1 | 5 | -14 | -1 | nt | nt | 0.4 | -3.1 | 6
C#Cc1ccc([C@@H]2C=C(C(=O)OCC=C)O[C@H](OCCCCO)C2)cc1 | -8 | -30 | -3 | -11 | -2 | 0.0 | 0.8 | nt
The listing continues:
SMILES | INS-1E GSIS act | RAD52 inh | ERAP1 inh | RAD54 inh | esBAF inh | Xi reactivation | CFTR F508del cor | ARNT-TACC3 inh
CC(C)c1cn(CC[C@H]2CC[C@@H](NS(=O)(=O)c3ccccc3)[C@H](CO)O2)nn1 | 2 | -3 | -2 | -8 | 4 | 4.4 | 1.2 | -10
COCCN(C(=O)c1snc(C(N)=O)c1N)C(C(=O)NC1CCCCC1)c1cc(OC)c(OC)c(OC)c1 (stereo unspecified) | -4 | -215 | 0 | 5 | -6 | 0.0 | -8.7 | -5
CSc1ncccc1C(=O)OCC(=O)NC(C)C | -6 | 4 | 1 | 3 | -4 | 0.1 | 0.6 | -1
C=C(C)Cn1c(N2CC(C)CC(C)C2)nc2c1c(=O)[nH]c(=O)n2C (stereo unspecified) | 22 | -8 | 2 | -8 | -8 | 0.2 | -3.7 | -14
S=c1[nH]nc(-c2ccc(Cl)cc2Cl)n1-c1ccc(Cl)cc1 | 3 | -7 | 1 | -3 | 6 | 0.2 | -0.2 | 33
NNC(=O)C1CCN(S(=O)(=O)c2ccc(Cl)cc2)CC1 | nt | -16 | -2 | nt | nt | 0.0 | -2.6 | -2
CC(C)(C)c1ccc(C(=O)NCC(=O)O)cc1 | -4 | -3 | 0 | nt | nt | -0.1 | -1.0 | nt
CCC(=O)Nc1ccc2c(c1)C(=O)N(C)[C@H]1CC[C@H](CC(=O)NCCCN(C)C)O[C@@H]1CO2 | 7 | 0 | 1 | -29 | -3 | 0.2 | -4.5 | -2

Six entries from above, ordered by their value in INS-1E GSIS act, highest first.
Compound | INS-1E GSIS act
C=C(C)Cn1c(N2CC(C)CC(C)C2)nc2c1c(=O)[nH]c(=O)n2C (stereo unspecified) | 22
CCC(=O)Nc1ccc2c(c1)C(=O)N(C)[C@H]1CC[C@H](CC(=O)NCCCN(C)C)O[C@@H]1CO2 | 7
S=c1[nH]nc(-c2ccc(Cl)cc2Cl)n1-c1ccc(Cl)cc1 | 3
CC(C)c1cn(CC[C@H]2CC[C@@H](NS(=O)(=O)c3ccccc3)[C@H](CO)O2)nn1 | 2
CC(C)(C)c1ccc(C(=O)NCC(=O)O)cc1 | -4
CSc1ncccc1C(=O)OCC(=O)NC(C)C | -6

An unsorted share of the library (roughly 3.3% active in at least one column).
